ARFGAP1 inh: inhibitors of rat ARFGAP1. Q62848. Arfgap1-stimulated ARF1 GTP hydrolysis, GDP FP detection. inhibition, % at 16.5 µM. 0.26% of 360,000 active. AID 651572;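 active = inhibition above a per-plate limit, mean inhibition of low control wells plus 3 SD, cut at about 25% in these data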;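 note: 0% = DMSO wells with enzyme and 100% = wells lacking Arfgap1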
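material = rat Arfgap1 catalytic domain, aa 1-136 | also added = human ARF1(Δ1-17)-GTP substrate | compound dosing = one concentration, 16.5 µM, DMSO 1.26% | times = GTP hydrolysis reaction 2 h at 25 °C | measured by = FP, GDP Alexa 633 tracer displaced from anti-GDP antibody, 620/688 nm | evaluation = percent inhibition of Arfgap1-stimulated GTP hydrolysis | replication = single well per compound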
Tn6 DDE FP: inhibitors of Tn6 peptide binding to human fibrin DD(E) | Fibrin DD(E) TRITC-Tn6 fluorescence polarization displacement | AID 720509 | 0.21% of 370,000 active | P02675 | inhibition, % at 8.3 µM;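 active = inhibition above a per-campaign cutoff: mean of compounds within control limits plus 3 SD, cut at about 15% in these data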;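 note: 0% = median of all compound wells on the plate and 100% = blocking peptide control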
ASAP1 inh: inhibitors of human ASAP1 ArfGAP activity | AID 624377 | 0.19% of 360,000 active | ASAP1-stimulated ARF1 GTP hydrolysis, GDP FP detection | Q9ULH1 | inhibition, % at 16.5 µM; in the data active = inhibition above about 25%;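 note: 0% = vehicle with enzyme and substrate and 100% = no enzyme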
ADAM17 inh: inhibitors of human ADAM17 | recombinant ADAM17, EDANS/DABCYL FRET peptide cleavage | inhibition, % at 6.95 µM | AID 720648 | 0.83% of 370,000 active;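 active = inhibition above the mean of compounds lying between control limits plus 3 SD, set per campaign, cut at about 8.5% in these data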;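 note: 0% = DMSO-only wells as the low control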
PLC-gamma1 inh: PLC-gamma1 (human) inhibition, primary screen; purified PLC-gamma1, fluorogenic substrate, fluorescence; inhibition, % at 12.2 µM; 0.84% of 370,000 active; AID 720700; in the data active = inhibition above about 9.5%
Target sequence (P19174 whole entry, looked up): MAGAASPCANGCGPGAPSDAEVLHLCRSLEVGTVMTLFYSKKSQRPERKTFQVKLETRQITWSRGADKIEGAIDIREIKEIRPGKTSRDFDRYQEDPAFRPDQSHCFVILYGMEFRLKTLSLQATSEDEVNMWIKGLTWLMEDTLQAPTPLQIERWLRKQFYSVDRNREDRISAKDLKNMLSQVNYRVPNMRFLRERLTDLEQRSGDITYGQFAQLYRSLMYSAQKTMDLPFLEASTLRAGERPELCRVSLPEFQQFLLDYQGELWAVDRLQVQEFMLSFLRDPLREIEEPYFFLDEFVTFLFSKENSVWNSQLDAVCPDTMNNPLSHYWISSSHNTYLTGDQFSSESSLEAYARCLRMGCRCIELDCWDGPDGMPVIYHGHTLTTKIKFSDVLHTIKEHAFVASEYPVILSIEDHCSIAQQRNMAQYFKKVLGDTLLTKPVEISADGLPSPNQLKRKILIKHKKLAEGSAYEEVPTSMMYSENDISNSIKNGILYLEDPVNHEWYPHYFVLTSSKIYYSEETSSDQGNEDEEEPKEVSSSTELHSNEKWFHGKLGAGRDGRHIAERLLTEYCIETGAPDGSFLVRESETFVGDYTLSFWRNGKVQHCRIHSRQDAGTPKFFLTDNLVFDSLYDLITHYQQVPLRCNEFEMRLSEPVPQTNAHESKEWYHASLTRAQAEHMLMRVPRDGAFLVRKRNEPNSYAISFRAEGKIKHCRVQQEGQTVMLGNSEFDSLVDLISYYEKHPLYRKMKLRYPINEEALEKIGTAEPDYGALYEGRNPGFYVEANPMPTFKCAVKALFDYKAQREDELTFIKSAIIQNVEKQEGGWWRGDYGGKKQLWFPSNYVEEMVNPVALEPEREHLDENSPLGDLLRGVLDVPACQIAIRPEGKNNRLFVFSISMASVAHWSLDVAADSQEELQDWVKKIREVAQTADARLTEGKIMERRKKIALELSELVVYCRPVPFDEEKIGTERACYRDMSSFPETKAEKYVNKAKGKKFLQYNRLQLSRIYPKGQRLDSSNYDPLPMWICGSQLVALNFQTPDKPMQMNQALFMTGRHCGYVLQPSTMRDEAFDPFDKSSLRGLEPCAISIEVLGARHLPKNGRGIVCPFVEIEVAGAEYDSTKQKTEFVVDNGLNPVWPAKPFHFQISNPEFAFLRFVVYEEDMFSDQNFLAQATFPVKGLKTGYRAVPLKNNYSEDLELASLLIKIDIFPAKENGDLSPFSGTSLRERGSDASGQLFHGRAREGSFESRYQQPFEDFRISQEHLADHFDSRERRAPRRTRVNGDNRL
proKLK7 act: proKLK7 (human) activation, primary screen; P49862; purified proKLK7, EDANS-DABCYL substrate fluorescence; 100% is mature enzyme control, 0% vehicle; activation, % at 7 µM; 0.9% of 370,000 active; AID 652039;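 active = activation above the mean of all tested compounds plus 3 SD, computed per campaign excluding outliers beyond control limits, cut at about 13% in these data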
ADAM10 inh: inhibitors of human ADAM10 | O14672 | recombinant ADAM10, EDANS/DABCYL FRET peptide cleavage, 3 h | inhibition, % at 7 µM | 0.62% of 370,000 active;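 active = inhibition above a per-campaign cutoff equal to the mean of compounds falling between control-based bounds plus 3 SD, cut at about 20% in these data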;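 note: 0% = DMSO wells while the 100% control is not disclosed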
TDP2 inh: blocks human TDP2 phosphodiesterase activity; O95551; recombinant TDP2, T5PNP hydrolysis, p-nitrophenol absorbance 415 nm; inhibition, % at 12.8 µM; 0.34% of 370,000 active; AID 720702;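 active = inhibition above the mean of all tested compounds plus 3 SD, set per campaign, cut at about 25% in these data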;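 note: 0% = DMSO with enzyme and 100% = buffer with substrate but no TDP2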
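Evaluation: % inhibition relative to enzyme-containing and enzyme-free wells. Material: recombinant human TDP2. Benchmarks: enzyme-free and DMSO wells. Timing: enzyme reaction with compound for 2 h at 37 °C. Compound dosing: 12.8 µM only. Measured by: p-Nitrophenol epi absorbance. Reagent: T5PNP substrate at 5 mM, a TopII-DNA adduct mimic. Replication: single well per compound.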
Tn7 DDE FP: disrupts Tn7 cyclic peptide binding to fibrin D-Dimer-E complex. P02675. FP displacement of FITC-Tn7 peptide from fibrin DD(E); 0% = median of compound wells per plate. inhibition, % at 8.3 µM. 0.13% of 370,000 active. AID 720508;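 active = inhibition above the mean of compounds falling within the control limits plus 3 SD of them, cut at about 14% in these data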;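 note: 0% = plate median of compound wells and 100% = 10 µM Aha-Tn7 peptide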
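Test system: human clot-derived fibrin DD(E) complex / Quantity: 2 µM final DD(E) protein / Incubation: 10 min plus 3 h, room temperature / Measured by: fluorescence polarization / Benchmarks: high control of 10 µM Aha-Tn7 peptide / Replicates: singlicate testing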
LEDGF integ inh: blocks HIV-1 LEDGF/p75-dependent DNA integration; inhibition, % at 3.7 µM; 0.64% of 370,000 active; TR-FRET IN-LEDGF/p75 DNA integration, Eu/Cy5;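 active = inhibition above the screen-wide mean plus 3 SD, cut at about 13% in these data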;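 note: signal is the Cy5 over europium emission ratio at 671 and 618 nm; 0% = plate median of compound wells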
* = called active by the depositor; i = inactive; nt = not tested or not shown.

no.	ARFGAP1 inh	Tn6 DDE FP	ASAP1 inh	ADAM17 inh	PLC-gamma1 inh	proKLK7 act	ADAM10 inh	TDP2 inh	Tn7 DDE FP	LEDGF integ inh	SMILES
1	-1	6	-4	-2	1	-0.6	7	3	11	-2	COC(=O)CSc1ncnc2c1cnn2Cc1ccccc1
2	0	-8	4	-2	4	0.1	-5	21	-2	3	Cn1c(=NC(=O)c2ccccc2[N+](=O)[O-])sc2cccc(F)c21
3	-5	-3	-7	-4	-18	1.4	-3	1	0	-2	COCCn1c(C)cc(/C=C2/SC(=O)N(C(C)C(=O)OC)C2=O)c1C (stereo unspecified)
4	-8	-3	3	-4	-2	0.0	-7	-1	0	-1	CCN(CC)CCCCCOc1ccccc1OC
5	-3	6	8	2	2	0.7	-1	-16	-2	-1	COC(=O)c1ccc(NC(=O)C2CC(=O)OC2c2ccccc2)cc1 (stereo unspecified)
6	-8	-3	16	-2	0	0.1	7	4	-8	1	O=C(CCNS(=O)(=O)c1ccc(Br)cc1)NCc1ccc2c(c1)OCO2
7	8	8	-10	-3	-25	-0.1	-8	-15	3	-3	CCN(CC)S(=O)(=O)c1ccc(N2CCOCC2)c(NC(=O)c2ccc(N3CCCC3=O)cc2)c1
8	7	4	-2	-1	1	-0.1	2	4	4	1	C=CCNCCCOc1ccc(C)cc1Br
9	nt	3	nt	-2	-1	nt	-1	-2	-3	-2	O=C(NCc1ccccc1)O[C@H]1CC[C@@]23CCCN2C(=O)CCC[C@H]3C1
10	14	0	1	0	5	-0.2	1	-5	-6	3	CCCNC(=O)COC(=O)/C=C/c1cccc(F)c1
11	-2	-4	0	-3	-3	-0.4	-7	-4	-4	-6	O=C1NC(=Nc2ccccc2)S/C1=C\c1ccccc1
12	5	8	4	-3	-2	-0.9	-1	12	-2	0	COCCn1c(SCCN2CCCCC2)nc2ccccc2c1=O
13	-3	4	0	-3	0	0.1	-6	0	3	0	COC(=O)c1oc2ccc(Cl)cc2c1-n1cccc1
14	-6	0	-4	0	2	0.0	1	-1	-10	3	CN(C)CCCN(C(=O)C1COc2ccccc2O1)c1nc2ccc(F)cc2s1 (stereo unspecified)
15	6	0	-8	-2	1	0.4	-2	9	-1	3	C=CCNC1=C(Cl)C(=O)c2ccccc2C1=O
16	13	3	4	1	4	0.2	2	4	-1	0	CCOc1ccc(NC(=O)CN2CCN(S(=O)(=O)c3ccc(Cl)cc3)CC2)cc1
17	9	-8	5	i	i	23*	i	4	-6	-3	Cc1cc(=O)oc2c3c(cc(OCC(=O)NCc4ccncc4)c12)OC(C)(C)CC3
18	-7	2	-2	-3	1	0.6	-2	-7	-3	3	COCCN(C(=O)c1csnn1)C(C(=O)NC1CCCCC1)c1ccc(C)cc1 (stereo unspecified)
19	11	4	-7	1	-1	0.3	0	-2	2	0	Cc1onc(-c2ccccc2)c1C(=O)NCCc1c[nH]c2ccccc12
20	16	-8	15	6	1	-0.1	-9	-14	4	-4	COc1ccccc1C(=O)Nc1ccnn1C1CCN(C(=O)c2cnsn2)CC1
21	4	0	9	i	i	16*	i	10	-6	1	COC(=O)C(C)Oc1ccc2cc(-c3ccccc3)c(=O)oc2c1 (stereo unspecified)
22	-1	-1	7	-5	0	0.6	-4	13	1	-1	COc1cc(CN2CCN(S(=O)(=O)c3ccc(F)cc3)CC2)cc(OC)c1OC
23	-3	-1	0	2	5	0.8	-1	-7	-2	-5	CCSc1cc(N2CC(C)OC(C)C2)nc(-c2ccccc2Cl)n1 (stereo unspecified)
24	9	-1	-1	3	3	0.4	-7	-2	4	-3	Cc1cc(Cl)nc(-c2ccccc2)n1
25	-2	-1	-3	0	-7	-1.1	1	-6	-3	0	O=C(CSc1nncn1-c1ccccc1)c1c[nH]c2ccccc12
26	0	-5	-8	3	6	-0.9	-3	-3	-1	3	C[C@H]1[C@@H](c2ccccc2)Oc2ccc(Cl)cc2S(=O)(=O)N1Cc1ccc(Cl)cc1
27	5	2	-1	-6	-3	0.0	-5	2	0	-4	Cc1c(N(C(=O)CNC(=O)c2ccccc2)C2(C(=O)NC3CCCC3)CCCCC2)c(=O)n(-c2ccccc2)n1C
28	12	-3	8	-4	2	0.2	0	5	1	-1	O=C(NC1CCCC1)C1CCCN(C(=O)Nc2ccccc2)C1 (stereo unspecified)
29	-1	-4	10	1	3	0.2	7	0	0	2	Cc1cc(NC(=O)CSc2nc3c(c(=O)n2Cc2ccccc2)SC(C)C3)no1 (stereo unspecified)
30	-1	7	7	-3	-117	-0.8	-11	-6	-2	-1	N#CCCn1c2ccccc2c2nc3ccccc3nc21

Whole records as entered above:
Record of `COCCN(C(=O)c1csnn1)C(C(=O)NC1CCCCC1)c1ccc(C)cc1` (stereo unspecified) = ARFGAP1 inh: -7; Tn6 DDE FP: 2; ASAP1 inh: -2; ADAM17 inh: -3; PLC-gamma1 inh: 1; proKLK7 act: 0.6; ADAM10 inh: -2; TDP2 inh: -7; Tn7 DDE FP: -3; LEDGF integ inh: 3
Record of `COC(=O)c1ccc(NC(=O)C2CC(=O)OC2c2ccccc2)cc1` (stereo unspecified) = ARFGAP1 inh: -3; Tn6 DDE FP: 6; ASAP1 inh: 8; ADAM17 inh: 2; PLC-gamma1 inh: 2; proKLK7 act: 0.7; ADAM10 inh: -1; TDP2 inh: -16; Tn7 DDE FP: -2; LEDGF integ inh: -1

The list continues.
no.	ARFGAP1 inh	Tn6 DDE FP	ASAP1 inh	ADAM17 inh	PLC-gamma1 inh	proKLK7 act	ADAM10 inh	TDP2 inh	Tn7 DDE FP	LEDGF integ inh	SMILES
31	0	-4	-5	-5	2	-1.0	3	5	4	0	Cc1nn(Cc2nnc(SCC(=O)Nc3cccc(C(F)(F)F)c3)n2C)c(C)c1[N+](=O)[O-]
32	2	-1	-14	1	2	-0.8	0	0	-4	3	Cc1ccccc1OCC(=O)NC(=S)Nc1ccc(Br)c(C)n1
33	12	5	-7	-8	-2	-0.1	-10	-2	4	-1	Cc1ccc(CNC(=O)COC(=O)c2ccc(Br)o2)cc1
34	1	-5	0	3	3	-0.3	-6	-5	-7	6	OCCN(CCO)CC(O)COc1ccc(C23CC4CC(CC(C4)C2)C3)cc1 (stereo unspecified)
35	10	3	4	3	8	-0.2	7	-16	-8	8	CCOc1ncccc1C(=O)Nc1c(C)n(C)n(-c2ccccc2)c1=O
36	10	-5	9	-2	-6	0.1	-8	4	-6	0	O=C(/C=C/c1ccccc1)N/C(=C/c1ccccc1)C(=O)NCCCO
37	-1	3	4	-4	-30	1.4	-5	2	-2	-1	CCCCCSc1nnc2c(n1)OC(C)N(C(C)=O)c1ccccc1-2 (stereo unspecified)
38	-1	5	-2	6	8	-0.3	8	-1	-2	-3	O=C(Nc1ccc(NC(=S)NC(=O)c2ccccc2F)cc1)c1cccs1
39	-1	8	1	1	-1	-0.2	-13	6	0	-3	Nc1nc(N2CCCCC2)nc(N(c2ccccc2)c2ccccc2)n1
40	-14	-10	-3	5	4	0.1	-3	-10	4	3	O=C(CCC(=O)N1CCCCC1)Nc1nnc(C2CCCCC2)s1
41	-4	-6	5	0	0	-0.1	0	1	6	-4	Cc1cccc(NC(=O)CC2c3ccccc3Oc3ccccc32)c1
42	7	0	-2	-6	-40	2.6	-21	8	-6	5	O=C(Nc1nc2cc3c(cc2s1)OCO3)c1ccc(N2C(=O)CCC2=O)cc1
43	-7	-1	-13	-1	0	0.4	1	5	10	0	Cc1c(Cl)cccc1NC(=S)N(CCN(C)C)C(C)c1ccco1 (stereo unspecified)
44	3	3	-1	-3	2	0.0	6	1	3	-1	CC(C)(O)C#Cc1ccc(C(=O)NCCC(=O)O)s1
45	11	4	2	4	5	0.2	6	-19	-3	5	Cc1ccc(NC(=S)NCCc2c[nH]c3ccccc23)c(C)c1
46	-4	9	1	-3	4	0.6	8	4	-9	-1	COc1ccc(NC(=O)NCCN2CCc3ccccc3C2)cc1
47	-2	-8	-13	0	3	-0.1	-2	-1	-4	-1	O=[N+]([O-])c1ccc(CSc2nnc(SCc3ccc(Cl)cc3)s2)cc1
48	15	-6	10	2	-2	-0.1	-6	12	-2	2	COc1ccc(NC(=O)C2CCN(S(=O)(=O)c3cccc4nonc34)CC2)cc1
49	5	4	7	2	3	-0.4	8	3	-1	4	Cc1noc(C)c1NC(=O)N(C)C[C@@H]1Oc2ncc(Br)cc2C(=O)N([C@@H](C)CO)C[C@@H]1C
50	8	3	6	2	29*	-0.2	10	-8	-3	18*	O=C1C2C(C(=O)N1/N=C/c1cc([N+](=O)[O-])c(O)cc1O)C1C=CC2C12CC2 (stereo unspecified)
51	-3	4	13	1	-4	-0.9	-1	2	-5	-1	O=C(O)CNC(=O)/C(=C/c1cccc([N+](=O)[O-])c1)NC(=O)c1ccco1
52	-12	-5	7	-7	0	-0.6	-5	10	-2	-3	Cc1cnc(N2C(=O)c3ccc([N+](=O)[O-])cc3C2=O)s1
53	-17	2	-2	2	1	0.0	-5	1	1	-6	Cn1c(CO)cnc1S(=O)(=O)Cc1ccc(Cl)cc1
54	7	-3	0	1	3	0.0	-2	5	6	3	COC(=O)C(=Cc1ccc(OCc2ccc([N+](=O)[O-])cc2)c(OC)c1)C(=O)OC
55	4	-4	4	-8	-5	-3.3	-29	9	2	-4	CCn1nc(C)c(CNC(=O)Nc2ccccc2C(=O)OC)c1C

Source: PubChem (The Scripps Research Institute Molecular Screening Center)

Compounds as they come; any-hit rate near 4.2%.
